C1s inh = human complement C1s inhibition; P09871; purified C1s, fluorogenic AMC substrate, pooled mixtures; mean inhibition % of two 10-compound mixtures (active compounds read high), % at 5 µM (by protocol); 62,000 tested, 0.16% active; AID 538;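 active means inhibition above 20% in each of the two 10-compound mixture wells holding the compound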;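 further: 0% = enzyme wells lacking compound mixture and 100% = no-enzyme blank wells; some compounds called inactive have numbers as strong as hits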
FXIIa inh mix = blocks human factor XIIa in pooled compound mixtures; inhibition, % at 5 µM; P00748; purified FXIIa, fluorogenic substrate; 62,000 tested, 0.2% active;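 further: 0% = enzyme without compound and 100% = no enzyme blank; some results filed as inactive read as strong as hits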
Target sequence (P00748 20-372 limits assumed): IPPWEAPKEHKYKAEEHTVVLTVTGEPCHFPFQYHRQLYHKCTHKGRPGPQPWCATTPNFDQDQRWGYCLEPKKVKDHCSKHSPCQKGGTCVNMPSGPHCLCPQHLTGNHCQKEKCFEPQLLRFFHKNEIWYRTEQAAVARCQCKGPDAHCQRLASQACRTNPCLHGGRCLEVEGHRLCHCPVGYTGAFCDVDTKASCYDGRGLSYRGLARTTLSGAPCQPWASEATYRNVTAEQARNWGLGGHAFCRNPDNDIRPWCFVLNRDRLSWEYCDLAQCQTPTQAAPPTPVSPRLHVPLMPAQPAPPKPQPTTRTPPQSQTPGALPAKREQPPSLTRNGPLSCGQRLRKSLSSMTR
Target sequence (P00748 373-615 limits assumed): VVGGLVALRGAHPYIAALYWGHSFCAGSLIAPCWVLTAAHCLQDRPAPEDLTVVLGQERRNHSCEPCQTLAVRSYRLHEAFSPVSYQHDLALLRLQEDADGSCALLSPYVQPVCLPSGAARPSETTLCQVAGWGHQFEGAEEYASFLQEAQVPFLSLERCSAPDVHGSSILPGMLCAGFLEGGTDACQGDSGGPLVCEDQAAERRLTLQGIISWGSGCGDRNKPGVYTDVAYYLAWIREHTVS
FXIa mix inh = inhibitors of human coagulation factor XIa, pooled mixtures | 62,000 tested, 0.19% active | inhibition, % at 5 µM | purified FXIa, fluorogenic substrate | P03951;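 further: each value is inhibition by a whole ten-compound pool holding the compound; 0% = enzyme with no mixture and 100% = wells lacking enzyme; strong numbers were not always called active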
CatS block = inhibitors of human cathepsin S | P25774 | recombinant cathepsin S, AMC dipeptide fluorescence, pooled mixtures | inhibition, %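 (tested at 5 µM per compound within 10-compound mixtures)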 | 62,000 tested, 0.06% active | AID 501; in the data active means inhibition above about 32%, passing the limit was not always enough;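 further: 0% = enzyme without compound and 100% = blank without enzyme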
Target sequence (P25774 115-331 limits assumed): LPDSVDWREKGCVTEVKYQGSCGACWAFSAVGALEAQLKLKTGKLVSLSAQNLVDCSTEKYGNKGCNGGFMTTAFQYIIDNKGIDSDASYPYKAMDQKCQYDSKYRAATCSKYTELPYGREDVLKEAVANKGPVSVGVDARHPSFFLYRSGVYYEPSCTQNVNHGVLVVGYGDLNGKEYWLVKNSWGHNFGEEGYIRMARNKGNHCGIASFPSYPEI
CatB inh = blocks human cathepsin B protease activity; purified cathepsin B, fluorogenic substrate, fluorescence; inhibition, %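 (tested at 10 µM)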; 63,000 tested, 0.1% active; AID 453; in the data active means inhibition above about 21%;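 further: 0% = enzyme with no compound and 100% = no enzyme blank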
CatL block = inhibitors of human cathepsin L; 58,000 tested, 0.17% active; AID 460; inhibition, %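 (tested at 10 µM)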; purified cathepsin L, fluorogenic substrate, fluorescence; in the data active means inhibition above about 45%;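 further: 0% = enzyme with no compound and 100% = no enzyme blank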
CatB mix inh = human cathepsin B inhibition by mixtures | Purified cathepsin B, AMC dipeptide fluorescence, compound mixtures | inhibition, %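 (ten-compound pools at 5 µM per compound and 50 µM total)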 | 62,000 tested, 0.06% active | AID 488; in the data active means inhibition above about 22%, passing the limit was not always enough;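 further: 0% = enzyme without compound and 100% = no enzyme blank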
CatG inh = inhibitors of human cathepsin G. P08311. purified enzyme, AMC-tetrapeptide fluorescence, pooled mixtures. inhibition, % at 5 µM (by protocol). 62,000 tested, 0.2% active. AID 581;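 active means inhibition above 20% in each of the two mixture wells holding the compound; inactive means inhibition of 20% or less in either well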;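 further: 0% = enzyme control without mixture and 100% = blank lacking enzyme; strong numbers were not always called active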
Target sequence (P08311 21-244 limits assumed): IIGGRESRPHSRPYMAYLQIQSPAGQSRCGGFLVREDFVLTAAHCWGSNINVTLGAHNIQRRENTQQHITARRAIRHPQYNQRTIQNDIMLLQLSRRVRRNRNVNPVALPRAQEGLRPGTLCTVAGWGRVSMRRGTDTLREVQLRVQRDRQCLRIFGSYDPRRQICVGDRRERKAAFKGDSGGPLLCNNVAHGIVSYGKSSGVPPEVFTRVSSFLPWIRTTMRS
AP ELISA ortho = alternative pathway complement inhibition, orthogonal assay | 62,000 tested, 0.08% active | AID 1235 | inhibition, % at 5 µM | Human serum alternative complement pathway, LPS-coated ELISA, C3 deposition; tested in compound mixtures;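 active means inhibition above 30% in each of the two pooled mixtures holding the compound, so the lower value exceeds 30%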;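 further: 0% = serum in Mg-EGTA without compound and 100% = EDTA serum blank; some compounds past the cut are filed as inactive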
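Medium: diluted human serum in Mg2+-EGTA GVB++. Assay system: human serum complement alternative pathway, C3 deposition onto LPS. Also added: Plate-bound LPS. Technique: Anti-C3 ELISA, OD 450 nm. Measure: percent inhibition. Incubation: 1 h at 37 °C. Dosing: 5 µM each compound, pools of ten, 50 µM per pool.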
The depositor's hits bear a star; / = no result given. Unless noted, no stated cut-off is given here; in the data, active means inhibition above about 20% (passing the limit was not always enough); inactive means the rest. Some of the compounds tested, so the mix of outcomes need not match the whole.

SMILES,C1s inh,FXIIa inh mix,FXIa mix inh,CatS block,CatB inh,CatL block,CatB mix inh,CatG inh,AP ELISA ortho
Nc1ccc(-c2nc3c(Cl)c(N)ccc3[nH]2)cc1,-90,-4,-3,-17,-8,-140,-10,-4,-2
COc1ccccc1OCC(=O)Sc1ccc(C)cc1,1,1,0,3,2,-11,-7,12,24
Cc1cc(C)c2[nH]c(=O)c(CN(CC3CCCO3)S(=O)(=O)c3ccc4c(c3)OCCO4)cc2c1 (centres undefined),-2,15,1,3,3,9,-2,6,-5
CCOC(=O)N1CCC(N(C(=O)Nc2ccccc2)C(C)CC)CC1 (centres undefined),-4,-16,8,5,5,4,1,1,13
COc1ccc(-n2c(Cc3cccs3)nnc2SCC(=O)Nc2ccc3c(c2)OCCO3)cc1,-10,1,0,17,7,-1,5,-9,-17
C=CCN1C(=O)C2(c3ccccc31)C1CCCC=C1C(C#N)=C(N)C2(C#N)C#N (centres undefined),7,5,-5,21,8,15,3,-6,1
COc1cc(C(C)=O)ccc1OCC(=O)c1cc(C)n(C2CC2)c1C,9,-2,-1,8,0,14,3,11,-7
COC(=O)c1ccc(NC(=O)C23CCC(C)(C(=O)O2)C3(C)C)cc1 (centres undefined),-16,1,-1,2,-5,6,0,-1,9
CCOC(=O)C(C(=O)OCC)c1cc(Br)c2noc3c2c1C(=O)c1ccccc1-3,2,4,4,5,-1,/,-1,-1,-5
CC(C)(Oc1ccc(Cl)cc1)C(=O)OCC(=O)N1CCCC1,-2,1,6,1,0,-6,3,9,19
O=C(Cc1c(O)c2ccccc2[nH]c1=O)NC1CCCCCCC1,16,6,5,2,0,-4,3,12,-5
O=C(NCc1ccco1)c1cnn2c(C(F)(F)F)cc(-c3ccco3)nc12,-35,38,14,4,0,2,4,1,4
C[N+]1(CCN2C(=O)C3CC=C(Cl)CC3C2=O)CCOCC1 (centres undefined),-11,9,5,-8,0,-7,-1,-14,1
CC(C)(C)c1csc(NC(=O)Cn2c(=O)oc3ccccc32)n1,-17,18,2,18,7,14,7,-12,-14
CCc1ncc(C(=O)c2ccc(OC)cc2)n1C,18,4,9,-6,3,6,4,12,20
Cc1ccc2[nH]c(=O)c(CN(Cc3cccnc3)C(=O)c3ccncc3)cc2c1,9,5,7,-5,4,-3,7,9,5
Cn1c(SC2C(=O)CC(C)(C)CC2=O)nnc1-c1ccco1,-30,2,3,10,2,10,7,-7,-11
COc1cccc(C(=O)OCCN2C(=O)c3ccccc3C2=O)c1OC,6,5,6,18,7,6,5,3,0
COc1ccc(-c2noc(CCCc3ccccc3)n2)cc1OC,11,-14,8,-4,2,0,1,5,2
COc1ccc(NC(=O)CCN2C(=O)C3CC=C(Cl)CC3C2=O)cc1 (centres undefined),17,1,7,6,-3,8,4,10,15
Nc1nnc(SCC(=O)N2CCN(c3ccccc3)CC2)s1,3,11,5,-2,-1,8,6,-4,-8
O=C(COC(=O)C1COc2ccccc2O1)NC(=O)Nc1ccc2c(c1)OCCO2 (centres undefined),19,5,-4,16,5,19,1,-14,-24
CC(C)C(OC(=O)c1cccs1)C(=O)NCc1cccs1 (centres undefined),12,3,3,6,6,18,4,12,-5
CC12CCC(C(=O)N3CCN(C(=O)C45CCC(C)(C(=O)O4)C5(C)C)CC3)(OC1=O)C2(C)C,-7,9,1,-5,4,15,1,3,0
COCCCN1CN(S(=O)(=O)c2ccc(Cl)cc2)c2nc3ccccc3nc21,16,-3,2,2,-2,31,-2,10,-20
N#Cc1ccc(CSc2nnc(-c3cccs3)n2-c2ccccc2)cc1,2,-2,0,2,4,0,4,-1,-1
O=C(NC12CC3CC(CC(C3)C1)C2)c1cccnc1,-1,5,8,-2,/,-3,-4,-2,25
COc1ccc(-c2nnn(CCc3nn[nH]n3)n2)cc1OC,1,-18,4,0,0,8,4,9,3
O=C(NC1CCSC1=O)c1ccc(Cl)cc1 (centres undefined),13,6,7,0,5,7,9,8,2
Cc1ccccc1-n1c(=O)cc(N2CC(C)OC(C)C2)[nH]c1=O (centres undefined),11,2,8,-1,5,4,3,8,22
CC(=O)N1CCc2cc(S(=O)(=O)CCC(=O)N3CCN(C(=O)c4ccco4)CC3)ccc21,16,3,1,5,-1,3,9,14,5
O=C(Nc1c(C(=O)N2CCCC2)cnn1-c1ccccc1)c1cccc(F)c1,-30,-21,-28,-14,-6,/,-6,-24,12
Cc1cccc(NC(=O)CCNS(=O)(=O)c2cccc3nsnc23)c1,2,4,4,4,2,9,1,7,7
CCOc1ccc2[nH]c(C)c(CN3CCCCC3)c(=O)c2c1,-5,-3,7,4,6,-5,2,-3,1
COC(=O)Cn1c(=O)cnc2ccccc21,6,6,4,-2,6,7,1,3,15
O=C1COc2ccc3ccccc3c2CN1,-25,10,6,-5,-2,-6,-4,-9,-11
CCn1nnc(-c2ccccc2NC(=O)c2cccc(-n3cnnn3)c2)n1,8,7,7,-5,6,8,1,6,5
CCOC(=O)c1[nH]c(CSc2nnnn2-c2ccccc2C)c(C(=O)OCC)c1C,16,2,7,-2,1,/,4,13,8
Cc1ccc2c(CC(=O)Nc3ccc(N4CCN(C)CC4)cc3C)coc2c1,14,7,3,2,-1,24,-3,10,2
O=C(Nc1cccc(-c2nnc(-c3ccccc3)o2)c1)C1CCCO1 (centres undefined),-37,4,-7,4,-2,1,-2,-15,-5
CCOC(=O)N1CCN(C(=O)c2ccc3c(c2)sc2nc(-c4ccc(OC)cc4)cn23)CC1,5,4,4,-3,0,-2,3,9,10
CC1CC(=O)c2cnc(Nc3cccc(C(F)(F)F)c3)nc2C1 (centres undefined),14,-20,8,-7,6,-2,1,8,0
C=CCn1cnc2c(c1=O)c1nc3ccccc3nc1n2/N=C/c1cccc(OC)c1,-5,2,11,12,-3,9,0,6,10
COC(=O)c1ccc(-c2ccco2)n1Cc1nc(-c2ccc(OC)c(OC)c2)oc1C,5,7,-4,8,1,8,5,9,13
Cc1nc2ccccc2c(=O)n1NC(=O)C1CCCCC1,8,-1,3,1,5,8,4,8,-1
Cc1cccc(N2CCN(C(=O)c3cc4n(n3)C(C(F)(F)F)CC(c3ccco3)N4)CC2)c1C (centres undefined),-2,-19,6,12,0,28,-3,1,8
Cc1ccc(-n2sc3ccccc3c2=O)cc1S(=O)(=O)N1CCCCC1,9,3,4,0,1,8,2,12,11
O=C(NC1CCCCC1)C1CN(S(=O)(=O)c2ccccc2)CCN1S(=O)(=O)c1ccccc1 (centres undefined),-30,6,4,7,6,/,0,6,1
O=C(Nc1ccc(-c2nc3ccccc3[nH]2)cc1)c1ccco1,-2,-1,13,14,3,3,3,-2,1
CCC(=O)N1CCN(CCN=CC2=C(O)CC(C)(C)CC2=O)CC1,2,3,1,-5,3,-7,2,0,0

Following part.
SMILES,C1s inh,FXIIa inh mix,FXIa mix inh,CatS block,CatB inh,CatL block,CatB mix inh,CatG inh,AP ELISA ortho
CCOC(=O)c1cnc(-n2nc(C)cc2C)nc1Nc1ccc2c(c1)OCO2,-1,3,2,4,0,-6,3,-5,-1
Nc1nc(CSc2nnnn2-c2ccccc2)nc(N2CCCc3ccccc32)n1,1,7,2,-1,-2,0,2,-1,4
COc1ccc(Cl)cc1NC(=O)Cn1cccc1,4,6,5,5,-3,6,7,0,8
CCn1c(Cn2nnc(-c3ccccc3)n2)nnc1SCC(=O)Nc1ccc(C(C)=O)cc1,-77,4,-15,-9,1,34,-9,3,-10
CNC(=O)CCc1nc(-c2ccc(C(C)(C)C)cc2)no1,-41,11,-7,-2,3,9,-3,3,18
CCCCn1c(-c2ccccc2)nc2c(=O)n(C)c(=O)[nH]c21,-10,-16,-4,3,3,8,2,4,3
CCN(C(=O)c1cc(Cl)ccc1OC)c1ccccc1,14,4,5,-7,-1,11,2,2,7
COc1ccc(Cl)cc1N1C(=O)C2CCCN2C1c1ccccc1F (centres undefined),10,5,-7,7,8,6,4,-17,-5
CCOC(=O)c1c(-c2cccs2)csc1NC(=O)CN1CC(C)OC(C)C1 (centres undefined),-5,1,2,4,-4,-7,-3,1,7
CCn1c2ccc(CC(=O)O)cc2c2cc(CC(=O)O)ccc21,4,4,6,-1,2,4,1,10,3
CCOC(=O)N1CCC(NC(=O)C2CCN(S(=O)(=O)c3cccs3)CC2)CC1,-6,12,4,7,-2,6,0,-3,7
COc1ccccc1N1CCN(CC(O)c2ccc3cc[nH]c3c2)CC1 (centres undefined),5,18,1,11,2,28,2,-2,0
CN(C)c1nc(Oc2ccc(C(=O)OCC(=O)Nc3ccccc3)cc2)nc(N(C)C)n1,-55,12,-5,-10,3,-6,0,2,23
Cc1ccc2nc(NC(=O)C3CCCN(S(=O)(=O)c4cccc5nsnc45)C3)sc2c1 (centres undefined),4,0,3,-1,2,1,3,6,25
Cc1c(N=C2SCC(=O)N2c2c(C)n(C)n(-c3ccccc3)c2=O)c(=O)n(-c2ccccc2)n1C,20,1,1,10,3,22,4,10,-1
CN(Cc1nc(-c2ccncc2)no1)S(=O)(=O)c1ccc(Cl)cc1,-34,2,-5,9,5,1,-6,-13,4
COc1ccc(C2C(C(=O)NCc3ccco3)CCC(=O)N2c2ccc(OC)cc2)cc1 (centres undefined),4,4,5,3,0,13,2,9,9
COC(=O)c1c(NC(=O)c2cccs2)sc2c1CCCC2,-4,13,5,-6,4,-9,1,5,21
Cc1ccc(C(=O)Nc2c(C(=O)NCc3ccco3)cnn2-c2ccccc2)cc1,3,-17,10,3,-3,2,5,0,12
CCCNC(=O)NC(C(=O)OC)C12CC3CC(CC(C3)C1)C2 (centres undefined),5,10,7,-1,4,-4,8,9,6
O=C(CN1C(=O)NC2(CCCC2)C1=O)Nc1nc(-c2ccc(F)cc2)cs1,1,14,10,-8,-5,-14,-5,1,14
CCOC(=O)c1nn(-c2ccccc2C)c(=O)c(C#N)c1C,16,14,7,-2,3,-10,5,10,11
O=C1CC(C(=O)Nc2ccc(O)c(C(=O)O)c2)C(c2ccccc2)O1 (centres undefined),2,-1,-4,1,0,-2,-1,1,-6
COc1ccc(OC)c(S(=O)(=O)Nc2ccc(CC(=O)O)cc2)c1,8,4,9,-4,-2,-3,3,18,16
CC(=O)Nc1ccc(Oc2ccc3nc(C)[nH]c3c2)cc1,-16,3,3,10,4,12,5,-1,-4
CN(Cc1ccccc1)S(=O)(=O)c1ccc(NC(=O)C2CCCO2)cc1 (centres undefined),6,3,4,1,-4,-5,7,3,10
CC(C)Cc1cc(C(=O)NCc2ccco2)no1,9,-13,5,5,0,/,5,10,21
CC(C)C(=O)N1CCN(c2ccccc2NC(=O)Cc2ccc(Cl)cc2)CC1,0,13,-1,36,-4,-7,1,6,25
Cc1ccccc1C(=O)c1cccn1CC(=O)NCC1CCCO1 (centres undefined),-4,10,4,0,8,19,-3,5,3

Single records (already shown):
Cc1ccccc1C(=O)c1cccn1CC(=O)NCC1CCCO1 (centres undefined) across the screens: C1s inh: -4; FXIIa inh mix: 10; FXIa mix inh: 4; CatS block: 0; CatB inh: 8; CatL block: 19; CatB mix inh: -3; CatG inh: 5; AP ELISA ortho: 3
CC(C)C(=O)N1CCN(c2ccccc2NC(=O)Cc2ccc(Cl)cc2)CC1 across the screens: C1s inh: 0; FXIIa inh mix: 13; FXIa mix inh: -1; CatS block: 36; CatB inh: -4; CatL block: -7; CatB mix inh: 1; CatG inh: 6; AP ELISA ortho: 25

Source: PubChem
